# MCF10A rerep: induces DNA re-replication in MCF 10a normal breast cells | AID 624296 | MCF 10A DNA re-replication, Hoechst nuclear intensity, 48 h | hit rate 2.9% among 350,000 | Potency, µM (highest dose often 46.1 µM), without a hit: at the top dose activity, positive = re-replication, actives largely listed as activators; further: % of control where 0% means no effect; nearly all actives have a fitted effect of over 50% in size
# HepG2 viability: HepG2 cytotoxicity, counter-screen for TGF-b inhibitors; HepG2 CAGA-GFP viability, ATP luminescence, 18 h; Potency, µM (highest dose often 46.1 µM), for inactives: top-dose activity change, negative = cytotoxicity, most hits filed as cytotoxic; hit rate 0.76% among 410,000; AID 588856; further: some results filed as inactive show a strong effect at the top dose
#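 CellTiter-Glo luminescence gave cytotoxicity after 18 hours at 37 degrees C. The cells were HepG2 CAGA-GFP in 1% FBS DMEM, stimulated with 500 pg/mL TGF-beta after compound addition. %Activity was normalised to no-cell wells (complete cell-killing) and DMSO (no toxicity), and curves were fitted and classified.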
# EPAC2 antag: blocks human EPAC2 exchange factor. Q8WZA2. EPAC2 GEF exchange of Rap1B-BODIPY-GDP, fluorescence. Potency, µM (series often up to 114 µM), for inactives: top-dose activity, negative = inhibition, most hits filed as inhibitors. hit rate 0.18% among 360,000. AID 720708; further: on the % scale 0 is the no-effect control and ±100 the full control effect; nearly all actives have a fitted effect of over 45% in size; many of its hits are not listed in these tables
# Target sequence (Q8WZA2 whole entry, looked up): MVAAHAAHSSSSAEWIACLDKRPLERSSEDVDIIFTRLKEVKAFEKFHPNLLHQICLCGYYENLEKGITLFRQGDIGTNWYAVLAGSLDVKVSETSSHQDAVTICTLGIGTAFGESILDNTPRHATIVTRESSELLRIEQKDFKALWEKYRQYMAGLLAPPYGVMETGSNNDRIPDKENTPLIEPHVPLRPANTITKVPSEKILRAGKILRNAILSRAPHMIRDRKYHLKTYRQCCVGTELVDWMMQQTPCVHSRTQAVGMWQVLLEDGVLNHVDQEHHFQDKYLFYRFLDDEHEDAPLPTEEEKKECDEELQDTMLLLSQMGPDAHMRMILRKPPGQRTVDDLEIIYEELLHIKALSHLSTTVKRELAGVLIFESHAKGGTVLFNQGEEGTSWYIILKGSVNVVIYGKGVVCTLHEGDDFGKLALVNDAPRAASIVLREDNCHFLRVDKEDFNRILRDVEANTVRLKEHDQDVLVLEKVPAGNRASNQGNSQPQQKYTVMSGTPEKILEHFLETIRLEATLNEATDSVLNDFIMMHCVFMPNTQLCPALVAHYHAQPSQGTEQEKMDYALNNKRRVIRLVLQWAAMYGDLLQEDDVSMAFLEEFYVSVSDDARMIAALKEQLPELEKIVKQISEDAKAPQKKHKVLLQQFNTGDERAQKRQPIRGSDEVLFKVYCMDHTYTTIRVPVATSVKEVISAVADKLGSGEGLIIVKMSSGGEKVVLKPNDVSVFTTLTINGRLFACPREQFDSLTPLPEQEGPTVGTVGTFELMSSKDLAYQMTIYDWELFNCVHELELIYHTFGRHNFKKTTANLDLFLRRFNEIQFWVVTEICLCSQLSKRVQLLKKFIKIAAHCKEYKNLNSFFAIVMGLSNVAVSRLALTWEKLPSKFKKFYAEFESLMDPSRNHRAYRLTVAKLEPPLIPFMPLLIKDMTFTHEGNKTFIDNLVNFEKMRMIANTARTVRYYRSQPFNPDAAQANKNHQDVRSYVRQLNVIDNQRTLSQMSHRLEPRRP
# ATXN viability: reduces viability in counter-screen for ATXN expression inhibitors | S2 cells (HEK-293 line with an ATXN2-luciferase reporter) viability, CellTiter-Fluor protease fluorescence, 24 h | Potency, µM (top dose mostly 56.7 µM), hits mostly cytotoxic | hit rate 0.49% among 400,000 | AID 651635; further: nearly all actives have a fitted effect of over 40% in size
# ATXN2 expr inh: inhibitors of ATXN2 expression; HEK-293 ATXN2-luciferase reporter, luminescence, 24 h; Potency, µM (series often up to 57 µM), for inactives: at the highest dose activity change, negative = inhibition, hits mostly inhibitors; hit rate 0.72% among 360,000; further: on the % scale 0 is the no-effect control and ±100 the full control effect; nearly all actives have a fitted effect of over 55% in size
#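 qHTS (up to 57 uM final) was run with 24 h compound exposure of reporter cells at 37 °C. Each well was multiplexed: SteadyGlo luminescence measured ATXN2-luciferase expression after a fluorogenic Gly-Phe-AFC viability readout (25 uM final).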
# A549 tox: kills or reduces viability of A549 cells in Nrf2 counter-screen; A549 ARE-Fluc cells, CellTiter-Fluor viability, 18-24 h; Potency, µM (top dose mostly 46 µM), for the others: top-dose activity change, negative = cytotoxicity, most hits filed as inhibitors; hit rate 0.16% among 390,000; AID 504648; further: on the % scale 0 is the no-effect control and ±100 the full control effect
#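 A549 ARE_Fluc cells in 5% FBS OPTI-MEM were exposed to compounds in concentration-response for 18-24 h at 37 deg C. Viability was read by CellTiter-Fluor fluorescence (Ex 405/Em 525) after 30 min, before the luciferase read.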
# Nrf2 inh: blocks Nrf2 signaling; hit rate 2.1% among 360,000; A549 ARE-Fluc reporter, luciferase luminescence, 18-24 h; AID 504444; Potency, µM (series often up to 46 µM), for inactives: top-dose activity change, negative = inhibition, most hits filed as inhibitors; further: on the % scale 0 is the no-effect control and ±100 the full control effect; nearly all actives have a fitted effect of over 60% in size
#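 A549 ARE_Fluc cells, 5000/well, 5% FBS OPTI-MEM; compounds in dose-response, 18-24 h at 37 °C/5% CO2; CellTiter-Fluor viability read (Ex 405/Em 525), then BugLite luciferase luminescence = Nrf2 activity.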
# Nrf2 activator: activators of Nrf2 (ARE) signaling; AREc32 ARE-luciferase reporter (MCF7-derived line), luminescence, 24 h; Potency, µM (top dose mostly 46.1 µM), inactives show top-dose activation, actives largely listed as activators; hit rate 0.31% among 410,000; AID 624171; further: % of control where 0% means no effect; nearly all actives have a fitted effect of over 65% in size
#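 ARE activation measured as luciferase luminescence (Steady-Glo, 30 min RT) in AREc32_Fluc cells after 24 hr compound exposure at 37 deg C, 5% CO2; cells seeded overnight at 1000/well in OPTI-MEM, 5% FBS.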
# TGFb SMAD3 inh: TGF-b pathway inhibition; HepG2 CAGA-GFP TGF-b/SMAD3 reporter, GFP fluorescence, 18 h; TGF-beta stimulated, 500 pg/mL final; Potency, µM (series often up to 46.1 µM), inactives show top-dose activity, negative = inhibition, usual class: inhibitors; hit rate 1.2% among 410,000; AID 588855; further: on the % scale 0 is the no-effect control and ±100 the full control effect; nearly all actives have a fitted effect of over 65% in size
#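 Inhibition was scored as loss of TGF-beta-induced (500 pg/mL final, 18 hours, 37 degrees C) GFP in HEPG2 cells carrying a CAGA-GFP reporter, in DMEM with 1% FBS. Well GFP was summed per cell; Activity was normalised to unstimulated and stimulated DMSO wells, then concentration-response fitting.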
# Numbers without * were called inactive; i = inactive; ? = inconclusive; / = no result given; [ ] = another dose, or the depositor's remark. The call rests on the fitted dose curve; in most records, active means well fitted curve in the direction sought with a large enough effect; inconclusive means small, poorly fitted or top-dose-only effect, or another doubt; inactive means no such curve, though single readings can be large; an effect the other way counts as inactive or inconclusive. Potency means the concentration at half of the fitted maximal effect. Some of the compounds tested; rates above refer to the full screens.
SMILES,MCF10A rerep,HepG2 viability,EPAC2 antag,ATXN viability,ATXN2 expr inh,A549 tox,Nrf2 inh,Nrf2 activator,TGFb SMAD3 inh
CCOc1ccc(NC(=O)CSc2nnc(-c3ccccn3)n2C)cc1,0%,6%,-1%,i,17%,/,-3%,0.2%,-27%
CCS(=O)(=O)N1CCc2cc(C(=O)Nc3ccc(C(=O)OC)cc3)ccc21,/,-4%,/,i,-1%,-5%,?,-0.6%,-16%
COC(=O)c1ccc(N/N=C/c2cc([N+](=O)[O-])cc(OC)c2O)cc1,11%,6%,-8%,i,0%,-15%,?,3.2%,-1%
CC1(C)NC(=O)N(CC(O)COc2cc3ccccc3cc2C(=O)N2CCCCC2)C1=O (stereo not drawn),-1%,9%,4%,i,4%,-8%,/,0.4%,2%
CCOc1ccc(NS(=O)(=O)c2ccc(C(=O)NCCN3CCOCC3)cc2)cc1,10%,-6%,3%,i,-8%,9%,2%,0.2%,26%
Cc1ccc(OCC(=O)N2CCCCCCC2)cc1C,-4%,-8%,15%,i,19%,-2%,29%,-0.5%,2%
O=C(CN(C(=O)CCC(=O)Nc1ccccn1)c1cccc(F)c1)NCc1ccc2c(c1)OCO2,1%,-21%,-1%,i,0%,-9%,?,0.0%,-14%
S=c1[nH]nc(Nc2ccc(Cl)cc2)s1,0%,-10%,-4%,i,/,0%,14%,3.9%,-17%
Cc1sc2ncnc(OCC(=O)N3CCN(C(=O)c4ccco4)CC3)c2c1C,1%,-16%,5%,i,-5%,12%,-30%,-0.1%,-13%
O=c1c(C=Nc2ccc(Cl)cc2)c[nH]n1-c1cccc(Cl)n1,1%,-17%,-8%,i,-11%,4%,0%,-0.9%,0%
CC(c1nnc(SCC(=O)c2c(N)n(C3CC3)c(=O)[nH]c2=O)n1-c1ccc(F)cc1)N(C)C (stereo not drawn),8%,-23%,1%,i,/,14%,6%,-0.4%,-2%
O=C(OCC(=O)N1CCCC1)c1c2c(nc3ccccc13)CCCCC2,-14%,-16%,0%,i,/,-12%,/,0.2%,-22%
COc1ccccc1N1CCN(C(=O)CCS(=O)(=O)c2ccc3c(c2)NC(=O)C(C)S3)CC1 (stereo not drawn),-1%,-21%,-5%,i,/,3%,-3%,0.8%,?
O=C(Cn1cc(C(F)(F)F)ccc1=O)N/N=C/c1cccc(Cl)c1,3%,17%,6%,i,/,1%,1%,-0.1%,-16%
O=C(O)c1cccc(-n2cccc2/C=C2/SC(=O)N(CC(=O)N3CCCC3)C2=O)c1,-3%,28%,4%,i,0%,?,3%,-0.8%,14%
Cc1cc(C)cc(NC(=O)CCS(=O)(=O)c2cc3c4c(c2)CCN4C(=O)CC3)c1,/,-5%,/,i,-3%,5%,0%,-0.5%,-1%
CCn1c(=O)c2c(nc3n2CCCN3Cc2ccccc2)n(C)c1=O,-1%,-14%,-8%,i,/,-6%,-24%,0.4%,?
COCc1cc(=O)n2[nH]c(-c3ccc(C)cc3)cc2n1,29%,0%,-1%,i,27%,-8%,15%,2.7%,16%
COc1ccc(/C=C/c2nc(N)nc(-c3ccccc3O)n2)cc1,-3%,-5%,-4%,i,24%,-1%,9%,11%,-12%
CN(c1ccccc1C(=O)Nc1ccccc1-c1ccccc1)S(C)(=O)=O,-17%,11%,-17%,i,-4%,-3%,3%,-1.0%,4%
Cc1ccc(C)c(OCC(=O)Nc2ccc3c(c2)OCO3)c1,6%,0%,8%,i,0%,10%,3%,4.4%,?
COc1ccc(N2CCN(C(c3cccs3)C(C)NS(=O)(=O)c3ccccc3)CC2)cc1 (stereo not drawn),?,0%,3%,?,-11%,-4%,?,4.2%,-5%
COc1cccc(CN(C)C(=O)c2ccc(OCC(=O)Nc3cccc(C(F)(F)F)c3)c(OC)c2)c1,16%,-63%,-10%,i,?,?,4.6µM*,-0.8%,-26%
COc1cccc(Cn2cnc3c(NS(=O)(=O)c4ccc(Cl)cc4Cl)c(C)c(C)cc32)c1,?,-36%,2%,?,-18%,-9%,-24%,0.1%,?
CCN(Cc1ccccc1)C(=O)c1cccc(OC2CCN(C(=O)C3CC3)CC2)c1,-3%,-23%,6%,i,-35%,1%,?,0.2%,?

# More compounds follow:
SMILES,MCF10A rerep,HepG2 viability,EPAC2 antag,ATXN viability,ATXN2 expr inh,A549 tox,Nrf2 inh,Nrf2 activator,TGFb SMAD3 inh
CCOC(=O)c1ccccc1NC(=O)CSc1nnc(COc2ccccc2C)n1C,14%,0%,-8%,i,-14%,-5%,-19%,0.0%,-18%
O=C1Nc2cc(Cl)c(Cl)cc2N(O)N1c1cc(Cl)cc(Cl)c1,-3%,-35%,8%,i,-33%,-3%,12%,-0.6%,?
N#Cc1nc(COc2ccc(F)cc2)oc1N1CCCCC1,8%,8%,-1%,i,-6%,-11%,-5%,-0.3%,-11%
O=C(COc1ccc(-n2cnnn2)cc1)NC(=O)NCc1ccccc1,13%,-12%,-15%,i,-14%,6%,-4%,1.0%,2%
O=C(Nc1ccccc1Cl)NC1(C(=O)N2CCOCC2)CCCCC1,0%,10%,-12%,i,0%,2%,11%,0.3%,19%
O=C(CN(C(=O)c1ccc(Cl)cc1)N1C(=O)C2CCCCC2C1=O)c1ccc(Cl)cc1 (stereo not drawn),-2%,-3%,-8%,i,1%,1%,-17%,-0.1%,21%
CS(=O)(=O)c1ccc(NCC2CCCO2)c([N+](=O)[O-])c1 (stereo not drawn),18%,-1%,-5%,i,-3%,-2%,13%,-0.5%,-21%
O=C1C2C3C=CC(C3)C2C(=O)N1c1ncc([N+](=O)[O-])s1 (stereo not drawn),-5%,3%,-6%,i,13%,-11%,8%,-0.6%,4%
C/C(=N\NC(=O)Cn1c(-c2ccccn2)nc2ccccc21)c1cccc(O)c1,17%,2%,8%,?,/,0%,?,2.4%,6%
CCCCNC(=S)N/N=C/c1cc(C)ccc1C,13%,0%,-15%,i,-10%,23%,-19%,1.6%,-19%
N=c1sccn1CC(=O)NCCc1ccc(Cl)cc1Cl,18%,-18%,-5%,?,-1%,-23%,15%,0.6%,9%
COc1cc(C(c2c(NC(=O)c3ccco3)sc(C)c2C)N2CCOCC2)cc(OC)c1OC (stereo not drawn),17%,-26%,-11%,i,4%,-11%,-3%,3.1%,-10%
CN(C)c1ccc(-c2nnn(CC(=O)N3c4ccccc4CCc4ccccc43)n2)cc1,2%,4%,5%,i,-3%,2%,-28%,0.3%,-25%
CC(NC(=O)COc1ccc(-c2nnco2)cc1)c1ccc(Cl)cc1Cl (stereo not drawn),5%,-19%,-4%,i,0%,14%,-14%,0.0%[9.22 µM],-34%
Cc1nc2c(ncn2-c2ccccc2)c(=O)n1NC(=O)CN1CCCCC1,16%,-36%,4%,i,-18%,-3%,7%,-0.2%,0%
COc1ccccc1NC(=O)C(=O)NCCC1CCCCN1S(=O)(=O)c1ccccc1 (stereo not drawn),21%,-22%,-12%,i,-7%,2%,?,1.6%,-11%
COc1ccc(-c2csc(NCc3ccco3)n2)cc1C,-4%,-34%,0%[57.1 µM],?,76%[activator],-4%,?,5.3%,?
O=C(CCCc1ccccc1)NCCS(=O)(=O)N1CCN(c2ccc(F)cc2)CC1,6%,3%,-14%,i,-10%,-1%,-17%,2.5%,13%
O=S(=O)(c1ccc(F)cc1)N1CCCC(c2nc(-c3ccc(F)cc3)no2)C1 (stereo not drawn),?,-13%,0%,i,-10%,-1%,?,0.0%,4%
COC(=O)CCCC1=CC2=C(c3ccccc3)C(=O)C(C)(OC(=O)C3CCCC3)C(=O)C2=CN1CC(C)C (stereo not drawn),-14%,-23%,4%,i,-13%,-6%,-11%,0.8%,-6%
CCNC(=S)N1CCC(Cc2ccccc2)CC1,7%,-2%,-2%,i,-13%,1%,3%,-0.9%,0%
COc1cccc(-c2cnc3cccnn23)c1,/,6%,-10%,i,71%[activator],/,/,-0.5%[9.22 µM],0%
CCCCOc1cccc(C2/C(=C(\O)c3ccc4c(c3)OCCO4)C(=O)C(=O)N2CCN2CCOCC2)c1 (stereo not drawn),-1%,-1%,-8%,i,/,-2%,-16%,-0.5%,-8%
CCOC(=O)c1c(NC(=O)c2nc(SC(C)C)ncc2Cl)sc2c1CCCC2,/,5%,/,i,16%,-1%,16%,-1.0%,16%

# In another format: results already given.
Molecule | MCF10A rerep | HepG2 viability | EPAC2 antag | ATXN viability | ATXN2 expr inh | A549 tox | Nrf2 inh | Nrf2 activator | TGFb SMAD3 inh
N=c1sccn1CC(=O)NCCc1ccc(Cl)cc1Cl | 18% | -18% | -5% | ? | -1% | -23% | 15% | 0.6% | 9%
COc1cc(C(c2c(NC(=O)c3ccco3)sc(C)c2C)N2CCOCC2)cc(OC)c1OC (stereo not drawn) | 17% | -26% | -11% | i | 4% | -11% | -3% | 3.1% | -10%
CN(C)c1ccc(-c2nnn(CC(=O)N3c4ccccc4CCc4ccccc43)n2)cc1 | 2% | 4% | 5% | i | -3% | 2% | -28% | 0.3% | -25%
CC(NC(=O)COc1ccc(-c2nnco2)cc1)c1ccc(Cl)cc1Cl (stereo not drawn) | 5% | -19% | -4% | i | 0% | 14% | -14% | 0.0%[9.22 µM] | -34%
Cc1nc2c(ncn2-c2ccccc2)c(=O)n1NC(=O)CN1CCCCC1 | 16% | -36% | 4% | i | -18% | -3% | 7% | -0.2% | 0%
COc1ccccc1NC(=O)C(=O)NCCC1CCCCN1S(=O)(=O)c1ccccc1 (stereo not drawn) | 21% | -22% | -12% | i | -7% | 2% | ? | 1.6% | -11%
COc1ccc(-c2csc(NCc3ccco3)n2)cc1C | -4% | -34% | 0%[57.1 µM] | ? | 76%[activator] | -4% | ? | 5.3% | ?
O=C(CCCc1ccccc1)NCCS(=O)(=O)N1CCN(c2ccc(F)cc2)CC1 | 6% | 3% | -14% | i | -10% | -1% | -17% | 2.5% | 13%
O=S(=O)(c1ccc(F)cc1)N1CCCC(c2nc(-c3ccc(F)cc3)no2)C1 (stereo not drawn) | ? | -13% | 0% | i | -10% | -1% | ? | 0.0% | 4%

# Screens as filed in PubChem.
